Screening data deposited in PubChem by National Center for Advancing Translational Sciences (NCATS).
Pin1 inh: human Pin1 inhibition | Pin1 FP peptide displacement, HiFluor488, 10 min | AID 504891 | 390,000 tested, 0.009% active | Potency, µM (series often up to 115 µM), without a hit: at the highest dose activity, negative = inhibition, actives largely listed as inhibitors | Q13526; active means well fitted inhibition curve with a large enough effect in the polarisation, with a control signal flat, not every such curve was filed as active; inconclusive means small, poorly fitted or top-dose-only effect, or effect the other way, or a change in a side signal; inactive means no such curve, though single readings can be large or run the other way; the % refers to the polarisation; further: potency means the concentration at half of the fitted maximal effect; on the % scale 0 is the no-effect control and ±100 the full control effect
Target sequence (Q13526 whole entry, looked up): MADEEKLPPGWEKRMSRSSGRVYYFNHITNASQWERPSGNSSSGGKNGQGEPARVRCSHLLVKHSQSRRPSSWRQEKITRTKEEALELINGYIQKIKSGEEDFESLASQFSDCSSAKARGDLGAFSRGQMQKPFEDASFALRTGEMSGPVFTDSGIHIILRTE
G9a inh: G9a (human) methyltransferase inhibition; Potency, µM (titrated, usually from 102 µM), for the others: at the top dose activity, negative = inhibition, actives largely listed as inhibitors; 350,000 tested, 8.8% active; Q96KQ7; G9a H3K9 monomethylation, AlphaScreen, 2 h; further: potency means the concentration at half of the fitted maximal effect; on the % scale 0 is the no-effect control and ±100 the full control effect; nearly all actives have a fitted effect of over 75% in size
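Readings reflect AlphaScreen signal from monomethyl-H3K9 antibody detection. HMT at 20 nM; substrate b-H3K9 500 nM; cofactor SAM 20 uM; 2 h RT reaction; compounds tested as titrations in qHTS with 15 min preincubation.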
HP1b binding inh: HP1-beta chromodomain-methylated histone interaction inhibition; 390,000 tested, 0.56% active; Potency, µM (top dose mostly 114 µM), without a hit: top-dose activity change, negative = inhibition, usual class: inhibitors; AID 540317; P83916; AlphaScreen HP1-beta / biotin-H3K9me3 peptide binding; further: potency means the concentration at half of the fitted maximal effect; nearly all actives have a fitted effect of over 70% in size; inactives centre near 23
Target sequence (P83916 whole entry, looked up): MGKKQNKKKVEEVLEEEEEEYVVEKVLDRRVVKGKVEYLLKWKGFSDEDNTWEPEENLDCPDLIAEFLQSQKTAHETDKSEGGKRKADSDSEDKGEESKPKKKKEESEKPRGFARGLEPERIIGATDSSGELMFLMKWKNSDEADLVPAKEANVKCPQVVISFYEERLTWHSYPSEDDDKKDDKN
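AlphaScreen: HP1-beta (50 nM) preformed 30 min with biotin-H3(1-18)K9me3 peptide (50 nM) in PBS pH 7.4, 0.01% Tween-20. Compound added for 30 min at RT, then streptavidin donor/nickel chelate acceptor beads (10 ug/mL) for 30 min.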
JMJD2A Tudor inh: JMJD2A Tudor domain (human) inhibition; O75164; AlphaScreen JMJD2A-Tudor / H3K4me3 peptide binding; Potency, µM (doses to about 114 µM), without a hit: at the highest dose activity change, negative = inhibition, actives largely listed as inhibitors; 390,000 tested, 4.4% active; further: potency means the concentration at half of the fitted maximal effect; on the % scale 0 is the no-effect control and ±100 the full control effect; nearly all actives have a fitted effect of over 50% in size
GLS inh: glutaminase GLS (human) inhibition; O94925; GLS enzymatic activity, qHTS titration; Potency, µM (series often up to 45.5 µM), for inactives: at the highest dose activity change, negative = inhibition, hits mostly inhibitors; 410,000 tested, 0.21% active; further: potency means the concentration at half of the fitted maximal effect; on the % scale 0 is the no-effect control and ±100 the full control effect
Target sequence (O94925 whole entry, looked up): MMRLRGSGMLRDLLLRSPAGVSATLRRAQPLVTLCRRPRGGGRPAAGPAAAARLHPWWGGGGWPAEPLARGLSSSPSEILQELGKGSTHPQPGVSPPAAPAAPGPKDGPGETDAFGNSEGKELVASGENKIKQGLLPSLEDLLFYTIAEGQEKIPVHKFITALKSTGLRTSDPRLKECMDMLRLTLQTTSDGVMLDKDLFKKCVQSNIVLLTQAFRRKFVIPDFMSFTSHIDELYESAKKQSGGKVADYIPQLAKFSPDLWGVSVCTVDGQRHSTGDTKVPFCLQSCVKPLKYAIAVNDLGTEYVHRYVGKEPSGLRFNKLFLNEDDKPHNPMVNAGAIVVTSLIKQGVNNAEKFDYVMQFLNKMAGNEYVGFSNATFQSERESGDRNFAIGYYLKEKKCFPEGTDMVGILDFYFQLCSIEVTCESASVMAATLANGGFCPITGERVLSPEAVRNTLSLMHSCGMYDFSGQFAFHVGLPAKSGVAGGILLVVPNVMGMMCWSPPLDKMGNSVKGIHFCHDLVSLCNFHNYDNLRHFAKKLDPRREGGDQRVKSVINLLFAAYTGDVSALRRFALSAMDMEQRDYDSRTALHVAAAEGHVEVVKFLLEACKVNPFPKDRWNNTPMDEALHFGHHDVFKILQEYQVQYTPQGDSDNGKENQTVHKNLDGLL
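Read-out is an Amplex red fluorescence increase coupled through glutamate oxidase and HRP, measured before and after 30 min room-temperature incubation. hKGA is in 45 mM KH2PO4 (pH 8.2) with 0.02% Tween-20; glutamine added as 1mM solution.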
Tb PGK inh: inhibitors of T. brucei phosphoglycerate kinase. PGK/GAPDH coupled, Kinase-Glo luminescence, 60 min. Potency, µM (highest dose often 57.5 µM), inactives show at the top dose activity change, negative = inhibition, hits mostly inhibitors. 380,000 tested, 0.043% active; further: potency means the concentration at half of the fitted maximal effect; on the % scale 0 is the no-effect control and ±100 the full control effect; nearly all actives have a fitted effect of over 60% in size
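Recombinant glycosomal PGK reaction used 1,3-bisphosphoglycerate generated in-well by GAPDH (100nM final) in 100mM TEA pH 7.6, 5mM MgCl2, 0.01% Tween-20. After 60 minutes at room temperature, ATP was read by Kinase-Glo Plus luminescence end-point.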
BAZ2B inh: blocks human BAZ2B. AlphaScreen BAZ2B-H3K14Ac peptide displacement. Potency, µM (doses to about 114 µM), for inactives: at the highest dose activity change, negative = inhibition, usual class: inhibitors. 360,000 tested, 4.4% active. AID 504333; further: potency means the concentration at half of the fitted maximal effect; on the % scale 0 is the no-effect control and ±100 the full control effect; nearly all actives have a fitted effect of over 60% in size
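Multi-concentration screen (max 110 uM) measuring displacement of acetylated histone H3 peptide from BAZ2B by AlphaScreen, using 50 nM protein, 50 nM peptide and 10 ug/mL streptavidin donor plus Ni-chelate acceptor beads.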
PI4K2A block: blocks human PI4K2A kinase activity. purified PI4K2A, ADP-Glo luminescence, 1 h; active compounds read low. activity change, negative = inhibition, % at 76.9 µM. Q9BTU6. 420,000 tested, 0.13% active; in the data active means activity change below about -50%; inconclusive means mostly about -30% to -49%;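 further: -100% = wells without enzyme as full effect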
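Compounds are screened against recombinant PI4K2A using PI as substrate and ATP, the latter dispensed at 300 microM. Reactions run one hour at ambient temperature before ADP-Glo detection; full inhibition defined by wells lacking enzyme.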
ERG-DNA inh: inhibitors of human ERG Ets domain-DNA interaction. fluorescence polarization, His-ERG Ets domain / labelled DNA. Potency, µM (series often up to 76.9 µM), inactives show at the highest dose FP activity, negative = inhibition, usual class: inhibitors. 370,000 tested, 0.028% active; active means well fitted inhibition curve with a large enough effect in the polarisation, with a control signal flat; inconclusive means small, poorly fitted or top-dose-only effect, or effect the other way, or a change in a side signal; inactive means no such curve, though single readings can be large or run the other way; the % refers to the polarisation;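 further: polarization taken with two DNA probes labelled with fluorescein and Texas red; potency means the concentration at half of the fitted maximal effect; % of control where 0% means no effect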
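His-tagged ERG Ets domain (1 uM in the protein solution; 300mM KCl, 50mM Tris-HCl, 1mM EDTA, 1mM DTT, pH 7.5) received compound, then a probe mix of 5 nM fluorescein-DNA and 100nM Texas-615-DNA. Fluorescence polarization was read for both dyes.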
Numbers without * were called inactive; i = inactive; ? = inconclusive; . = no result given; [ ] = dose if it differs, or a comment. Unless noted, the call rests on the fitted dose curve; in most records, active means well fitted curve in the direction sought with a large enough effect; inconclusive means small, poorly fitted or top-dose-only effect, or another doubt; inactive means no such curve, though single readings can be large; an effect the other way counts as inactive or inconclusive.

SMILES	Pin1 inh	G9a inh	HP1b binding inh	JMJD2A Tudor inh	GLS inh	Tb PGK inh	BAZ2B inh	PI4K2A block	ERG-DNA inh
COc1ccccc1OCCNC(=O)C1CC(=O)N(c2ccccc2OC)C1 (stereo unspecified)	-0.3%	-23.8%[59 µM]	21.6%	-9.1%	9.4%	-8.6%	-9.4%	-4.6	0.0%
CC(=O)N1CCC(N(CCN2CCOCC2)C(=S)Nc2cc(C)cc(C)c2)CC1	-1.3%	-17.0%	40.5%[activator]	5.6%	19.6%	-9.7%	-20.3%	-3.3	-2.0%
CC1CCCC(C)N1C(=O)COC(=O)CCc1nc2ccccc2c(=O)[nH]1 (stereo unspecified)	-2.8%	?	27.3%	12.3%	-0.7%	-12.6%	6.7%	-3.6	1.6%
Cc1cc(C)n2nc(SCC(=O)N3CCC(C(=O)O)CC3)nc2n1	-3.5%	.	37.2%[activator]	-6.2%	-1.0%	-1.5%	.	-7.0	10.9%
CCCCC(=O)C1=C(N2CCCC2)CC(C)(C)CC1=O	4.8%	.	44.7%[activator]	-11.6%	4.0%	0.1%	.	1.7	2.0%
CC(=O)S[C@@H]1CC2=CC(=O)CC[C@]2(C)[C@H]2CC[C@@]3(C)[C@@H](CC[C@@]34CCC(=O)O4)[C@H]12	-6.6%	.	3.0%	-9.4%	4.2%	-8.6%	.	3.6	-3.3%
CCc1ccc(Nc2n[n+](-c3ccccc3)c(-c3ccc(SC)cc3)s2)cc1	8.1%	44.7µM*	27.5%	?	-0.4%	i	?	-8.6	15.4%
Cc1noc(C)c1S(=O)(=O)N1CCC(C(=O)N2CCN(Cc3ccc4c(c3)OCO4)CC2)CC1	-3.9%	-39.3%[59 µM]	3.6%	-19.2%	13.0%	-0.3%	-18.2%	0.7	-13.0%
C/C(=N/NC(=O)c1ccc(O)cc1)c1cccc([N+](=O)[O-])c1	-5.2%	-4.7%[59 µM]	55.8%[activator]	-10.8%	3.2%	i	2.3%	2.3	1.4%
COc1ccc(NS(=O)(=O)c2ccc(NC(=S)NCC3CCCO3)cc2)cc1 (stereo unspecified)	4.7%	-1.8%	7.3%	-21.2%	-0.6%	-1.8%	6.5%	-0.8	20.7%
Cc1cc(C)c(NC(=O)CSc2nnc(-c3ccco3)n2N)c(C)c1	2.2%	3.3%[12.7 µM]	7.5%	5.4%	0.9%	2.4%	-0.3%	3.6	-2.1%
O=C(CCn1c(=O)oc2ccccc21)n1c(=O)oc2ccccc21	?	79.4µM*	33.6%[activator]	-11.1%	9.0%	-2.4%	-34.7%	9.5	2.1%
O=C(CN1C(=O)C2C3C=CC(C3)C2C1=O)Nc1ccc(S(=O)(=O)N2CCCCC2)cc1 (stereo unspecified)	-6.3%	-9.9%[59 µM]	11.3%	-6.6%	-1.5%	-6.9%	-29.3%	2.1	6.7%
CCOC(=O)C(NC(=O)Nc1ccc(C(N)=O)cc1)(c1ccccc1)C(F)(F)F (stereo unspecified)	7.4%	?	30.5%	0.0%	1.9%	-11.2%	-36.6%	-3.1	-8.0%
Cc1ccc(SCCC(=O)NC(C)(C)C)cc1	-5.9%	34.1%[59 µM]	24.0%	-1.4%	5.7%	5.2%	46.4%[activator]	-7.3	-5.0%
O=C(O)CCCCCNCc1c(Cl)cccc1Cl	0.3%	8.4%[59 µM]	15.6%	-3.8%	2.4%	-2.3%	-0.3%	-2.1	1.9%
O=C(CSc1ccc2nnc(CCNC(=O)c3ccccc3)n2n1)Nc1ccc(F)cc1F	-11.1%	26.0%	27.1%	-7.6%	-2.4%	-2.5%	-2.3%	-3.5	5.6%
COc1ccccc1OCCNC(=O)C(=O)c1c[nH]c2ccccc12	1.3%	25.1%[59 µM]	8.3%	-29.1%	-0.6%	i	-13.3%	0.8	11.8%
COCCN(C(=O)CCC(=O)Nc1ccccn1)C(C(=O)NC1CCCC1)c1ccc(OC)cc1 (stereo unspecified)	-1.8%	12.1%[59 µM]	31.7%	-2.1%	2.2%	-6.0%	2.2%	-0.9	-7.7%
Cn1c(=O)c2c(Nc3ccc(F)cc3)cc(=O)n(-c3ccccc3)c2n(C)c1=O	-0.8%	.	26.4%	-9.0%	-7.4%	i	-0.9%	5.4	-4.9%
CCCn1c(-c2cccs2)nc2c1c(=O)[nH]c(=O)n2Cc1ccccc1	4.3%	-0.4%	23.5%	-15.6%	6.3%	i	-1.2%	0.3	11.4%
COc1cccc(CNC(=O)c2ccc3c(Cl)c4c(nc3c2)CCCC4)c1	27.8%	-40.5%[59 µM]	31.4%	-15.5%	2.8%	7.5%	-9.5%	1.2	?
O=C(Cc1ccc(Cl)cc1)Nc1ccc2c(c1)C(=O)NC2=O	1.2%	.	19.3%	-18.1%	0.4%	i	-9.0%	-2.3	-1.9%
CCCCN1C(=O)C2ON(c3ccccc3C)C(c3ccco3)C2C1=O (stereo unspecified)	?	-31.2%[12.7 µM]	18.0%	-10.7%	-2.2%	-5.3%[11.5 µM]	-8.2%	-1.5	.
COC(=O)CN1C(=O)N(c2ccccc2)C(N(O)C(=O)Nc2ccccc2)C1(C)C (stereo unspecified)	4.0%	39.8µM*	18.2%	?	58.9%[activator]	i	-39.0%	2.0	4.8%

(cont.)
SMILES	Pin1 inh	G9a inh	HP1b binding inh	JMJD2A Tudor inh	GLS inh	Tb PGK inh	BAZ2B inh	PI4K2A block	ERG-DNA inh
O=C1CSC(c2cccc(Cl)c2Cl)N1c1ccccn1 (stereo unspecified)	2.6%	1.6%[59 µM]	91.6%[activator]	56.4%[activator]	16.8%	-9.4%	20.5%	-6.6	2.9%
Cc1ccc2onc(CNC(=O)N3CCN(c4cccc(C)c4C)CC3)c2c1	-6.7%	-31.7%[59 µM]	18.9%	-21.2%	13.4%	-4.9%	-14.8%	2.1	-1.7%
CC(C)(C)c1ccc(C(=O)N(Cc2ccc(F)cc2)Cc2ccco2)cc1	39.0%[activator]	?	69.5%[activator]	-4.7%	5.9%	i	14.8%	-3.8	13.2%
CN(C)Cc1cc(C(C)(C)c2cc(CN(C)C)c(O)c(CN(C)C)c2)cc(CN(C)C)c1O	?	?	?	-47.6%	58.8%[activator]	-10.2%	-6.6%	-0.1	-7.3%
CC(C)Oc1ccc(CNC(=O)CCCN2C(=O)c3cccnc3Oc3ccc(Cl)cc32)cc1	?	-6.8%[59 µM]	29.5%	-12.9%	-4.5%	12.2%	2.0%	0.2	0.1%
CCOC(=O)c1ccc(NC(=S)NCCCN2CCCC2=O)cc1	-5.2%	-26.4%	16.3%	-9.1%	13.8%	-10.6%	-33.3%	7.2	-5.5%
Cc1c(CC(=O)NCCCCCC(=O)O)c(=O)oc2c(C)c3oc4c(c3cc12)CCCC4	-1.6%	?	35.1%	?	0.3%	-9.9%	?	-3.7	5.4%
Cc1ccccc1C(=O)NNC(=O)c1ccoc1C	3.4%	34.6%	9.0%	-1.3%	9.9%	i	-19.6%	1.7	-7.1%
Fc1ccc(-c2nc(-c3cccs3)no2)cc1	-15.4%	39.1%	4.1%	0.0%[11.4 µM]	-14.3%	-4.9%	2.9%	-0.8	-5.7%
CCNC(=O)C(=O)NCCC1CCCCN1S(=O)(=O)c1cccs1 (stereo unspecified)	-0.8%	-4.9%[0.501 µM]	21.5%	-8.9%	-8.9%	-9.6%	8.9%	0.2	-4.1%
COC(=O)c1sc(N2C(=O)c3oc4ccc(C)cc4c(=O)c3C2c2ccc(O)c(OC)c2)nc1C (stereo unspecified)	-0.6%	-1.5%[59 µM]	17.1%	-19.9%	-3.1%	i	-1.8%[57.1 µM]	-2.8	0.0%
COc1cc(CC(=O)NNC(=O)c2cc(C)oc2C)cc(OC)c1OC	6.2%	33.2%[59 µM]	9.1%	-18.5%	14.4%	-10.3%	-25.4%	-0.6	0.8%
Cc1ccc(OCCC(=O)N(CC(=O)Nc2ccccc2C(F)(F)F)Cc2ccco2)cc1	11.2%	?	13.1%	-14.5%	-2.3%	-9.5%	2.1%	-5.0	1.2%
CCCCn1c(N)c(N(CCC(C)C)C(=O)c2ccc(-c3ccc([N+](=O)[O-])cc3)o2)c(=O)[nH]c1=O	-2.7%	-14.1%[12.7 µM]	23.9%	2.7%	-1.4%	-3.3%	-3.1%	1.8	-3.7%
O=C(Cn1cnc2ccccc2c1=O)NCC(=O)N1CCN(Cc2ccc3c(c2)OCO3)CC1	-4.9%	8.1%[12.7 µM]	30.0%	3.3%	-12.0%	i	6.8%	4.8	-5.9%
Cc1ccc(Nc2nc(-c3ccncc3)nc3ccccc23)cc1	?	2.5%	-0.4%	-16.0%	12.1%	2.7%	1.7%	-1.7	-5.4%

Fetched by compound from the entries so far (3):
SMILES	Pin1 inh	G9a inh	HP1b binding inh	JMJD2A Tudor inh	GLS inh	Tb PGK inh	BAZ2B inh	PI4K2A block	ERG-DNA inh
Fc1ccc(-c2nc(-c3cccs3)no2)cc1	-15.4%	39.1%	4.1%	0.0%[11.4 µM]	-14.3%	-4.9%	2.9%	-0.8	-5.7%
CCNC(=O)C(=O)NCCC1CCCCN1S(=O)(=O)c1cccs1 (stereo unspecified)	-0.8%	-4.9%[0.501 µM]	21.5%	-8.9%	-8.9%	-9.6%	8.9%	0.2	-4.1%
CCCCn1c(N)c(N(CCC(C)C)C(=O)c2ccc(-c3ccc([N+](=O)[O-])cc3)o2)c(=O)[nH]c1=O	-2.7%	-14.1%[12.7 µM]	23.9%	2.7%	-1.4%	-3.3%	-3.1%	1.8	-3.7%
